HIV peptide binding – inhibitors of HIV fusion peptide binding, primary screen, biochemical, uHTS, fluorescence dequenching (AID 1986); cell-free peptide binding, fluorescence dequenching, 30 min; higher % means a stronger effect; inhibition, % at 20 µM, or IC50 in µM where a hit was titrated; actives 0.3% (n = 290,000); in the data active = inhibition mostly above about 52%, no sharp cut-off; inactive = mostly below about 76%; also: some results filed as inactive read as strong as hits
GPR55 activation – selective activators of receptor GPR55 – imaging, U2OS cells, beta-arrestin-GFP redistribution, primary screen (AID 1961); activation, % at 10 µM, or EC50 in µM where a hit was titrated; U2OS GPR55 beta-arrestin-GFP redistribution imaging; higher % means a stronger effect; actives 0.048% (n = 290,000);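 active = activation above 40% with more than 50 cells counted in the well; inconclusive = wells holding fewer than 50 cells, flagged as toxic or sparse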;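 also: U2OS osteosarcoma cells stably expressing GPR55 and beta-arrestin-GFP; plate controls were DMSO negative control for no effect and LPI positive control for full effect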
GPR55 antagonists – GPR55 antagonists blocking LPI-driven arrestin recruitment, primary screen, imaging, U2OS, beta-arrestin-GFP, LPI agonist (AID 2013) | U2OS GPR55 beta-arrestin-GFP translocation imaging, LPI antagonism; higher % means a stronger effect | inhibition, % at 10 µM, or IC50 in µM where a hit was titrated | actives 0.13% (n = 290,000);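 active = spots per cell inhibited over 60%, with over 100 cells counted and total cytoplasm intensity under 500,000; inconclusive = wells with under 100 cells, flagged as likely toxic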;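 also: U2OS cells stably carrying GPR55 and arrestin-GFP stimulated by 5 µM LPI near EC80; imaged beta-arrestin-GFP aggregate spots per cell after agonist stimulation; plate controls were LPI-stimulated DMSO wells for no effect and DMSO wells without LPI for full effect; some results filed as inactive read as strong as hits; confirmed hits need IC50 under 10 µM and bright autofluorescent wells are also inconclusive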
AID2073 – inhibitors of Mint1-CaV2.2 protein interaction, biochemical, HTRF (AID 2073); HTRF protein-protein interaction, Mint1-CaV2.2; higher % means a stronger effect; actives 0.19% (n = 290,000); inhibition, % at 20 µM, or IC50 in µM where a hit was titrated; in the data active = inhibition mostly above about 51%, no sharp cut-off; inconclusive = no clear call, values can overlap the other calls; inactive = mostly below about 53%; also: some results filed as inactive read as strong as hits
NTR1 ag – NTR1-driven beta-arrestin-GFP spot formation – imaging, U2OS cells, high content, primary screen (AID 493036). P30989. agonist mode. activation, % at 20 µM. actives 0.17% (n = 330,000);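 active = activation at or above 40% of the spot to cytoplasm intensity ratio, with at least 20 cells analyzed; inconclusive = wells under 20 cells, flagged as cytotoxic or low count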;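 also: 0% = DMSO without peptide and 100% = 100 nM NTR1 peptide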
Target sequence (P30989 whole entry, looked up): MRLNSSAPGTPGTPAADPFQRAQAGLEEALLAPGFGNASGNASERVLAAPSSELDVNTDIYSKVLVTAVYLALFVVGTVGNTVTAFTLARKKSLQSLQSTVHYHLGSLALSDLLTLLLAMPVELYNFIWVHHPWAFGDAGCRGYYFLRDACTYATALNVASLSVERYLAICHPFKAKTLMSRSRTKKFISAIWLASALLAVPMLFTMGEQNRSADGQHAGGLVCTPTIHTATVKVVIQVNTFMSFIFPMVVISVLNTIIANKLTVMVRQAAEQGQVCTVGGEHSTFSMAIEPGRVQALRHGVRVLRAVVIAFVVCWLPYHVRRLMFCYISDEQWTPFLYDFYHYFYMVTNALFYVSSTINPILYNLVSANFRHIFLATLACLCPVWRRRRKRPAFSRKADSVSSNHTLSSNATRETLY
Siah-1 displacement – blockers of Siah-1 interaction with plectin peptide – biochemical, fluorescence polarization, rhodamine-plectin, uHTS, primary screen (AID 1817); Siah-1 / rhodamine-plectin peptide fluorescence polarization; higher % means a stronger effect; displacement, % at 20 µM; hits with a dose series show IC50 in µM; actives 0.02% (n = 290,000);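 active = displacement of at least 50% at 20 µM, with a fluorescence ratio check between 0.3 and a set limit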;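 also: plate controls were Siah plus tracer with DMSO for no effect and tracer alone without Siah for full effect; strong numbers were not always called active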
GPR35 arrestin U2OS – GPR35 antagonists blocking zaprinast-driven arrestin recruitment, primary screen, imaging, U2OS, beta-arrestin-GFP, zaprinast agonist (AID 2058). U2OS GPR35 beta-arrestin-GFP translocation imaging, zaprinast antagonism; higher % means a stronger effect. one-dose inhibition, % at 10 µM; IC50 in µM for titrated hits. actives 0.052% (n = 290,000);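 active = inhibition of at least 50% with at least 30 cells and total cytoplasm GFP at most 10,000,000; inconclusive = under 30 cells or total GFP of 10,000,000 plus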
NS5 inhibitors – flavivirus cap methylation enzyme inhibition – biochemical, confirmation dose response, primary screen (AID 588689); Dengue-2 NS5 methyltransferase capping enzyme assay, biochemical; higher % means a stronger effect; actives 0.3% (n = 340,000); one-dose inhibition, % at 25 µM; IC50 in µM for titrated hits; in the data active = a potency from the dose series; inconclusive = inhibition above about 29% without an active follow-up result
UTI89 phage lysis – protection from phage-mediated lysis, alamar blue read-out – E. coli UTI89, K1F phage, bacterial capsule biogenesis inhibitors (AID 488966); E. coli UTI89 K1F phage lysis, alamar blue, 2 h; higher % means a stronger effect; one-dose inhibition, % at 100 µM; IC50 in µM for titrated hits; actives 0.02% (n = 340,000);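 active = phage lysis inhibition, versus mean bacterial control, above a set limit; inconclusive = no clear call, values can overlap the other calls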;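 also: capsule biogenesis inhibitors block K1F phage lysis so surviving cells raise fluorescence; higher fluorescence means more inhibition of phage lysis; actives were called in the ten point dose series up to 300 µM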
NTR1 ag cell count 20 µM – second read-out of NTR1 ag, no call of its own (marks repeat the call); cell count; measured here: cell count, cytotoxicity flag
NS5 inhibitors pilot replicate – also measured in NS5 inhibitors; calls as there; inhibition, %; measured here: pilot screen replicate inhibition
The depositor's hits bear a star; ? = inconclusive; nt = not tested or not shown; & = joins results of further samples; [ ] = another dose, or the depositor's remark. Compounds as they come, and some 1.2% of all compounds hit somewhere here.

SMILES	HIV peptide binding	GPR55 activation	GPR55 antagonists	AID2073	NTR1 ag	NTR1 ag cell count 20 µM	Siah-1 displacement	GPR35 arrestin U2OS	NS5 inhibitors	UTI89 phage lysis	others
COc1ccc(CCNC(=O)c2ccc(NS(=O)(=O)c3ccc4[nH]c(=O)[nH]c4c3)cc2)cc1OC	-0.9%	-0.2%	12%	-6%	-0.3	75	-2%	2%	3%	1.9%[50 µM]
CCOC(=O)COc1c(OC)cc(Cl)cc1C1NC(=O)NC(C)=C1C(C)=O (configuration not stated)	1.7%	-0.1%	-8%	13%	-1.4	74	-7%	5%	-8%	-0.4%
COc1ccc(N=c2oc3cc(O)ccc3cc2C(=O)Nc2ccccn2)cc1OC	-1.5%	0.0%	2%	28%	23	42	6%	14%	3%	0.3%
O=C(Nc1nncs1)c1cc(-c2ccncc2)nc2ccc(Cl)cc12	2.7%	0.0%	-1%	-12%	-0.9	65	9%	-3%	0%	0.2%
O=C(CSCc1cccs1)N1CCCC1	1.7%	-0.1%	10%	6%	0.0	48	-4%	-4%	-4%	1.9%
COc1cc2c(cc1NC(=S)NC(=O)c1c(OC)cccc1OC)oc1ccccc12	0.8%	0.1%	1%	31%	2.9	81	-1%	-14%	-3%	0.1%
C[C@H](NC(=O)c1nc[nH]c1C(=O)N1CCc2ccccc2C1)C(=O)OCc1ccccc1	-0.8%	-0.1%	-5%	1%	1.1	62	5%	0%	11%	-0.3%
Cc1ccc(NC(=O)N2CCN(C(=O)C3CCCO3)CC2)cc1 (configuration not stated)	1.0%	-0.1%	15%	-11%	-0.4	50	4%	-26%	-6%	0.8%[50 µM]
CCC1=NN(C(=O)Cc2ccc([N+](=O)[O-])cc2)C(O)(C(C)(C)C)C1 (configuration not stated)	-2.6%	-0.4%	14%	-6%	-1.5	97	2%	2%	5%	0.0%
COc1ccccc1C1CCN(c2ccc(CO)cc2[N+](=O)[O-])CC1	-4.4%	0.0%	7%	-14%	12	47	0%	18%	-9%	0.6%

Continued; it opens with the 2 that closed the last part.
SMILES	HIV peptide binding	GPR55 activation	GPR55 antagonists	AID2073	NTR1 ag	NTR1 ag cell count 20 µM	Siah-1 displacement	GPR35 arrestin U2OS	NS5 inhibitors	UTI89 phage lysis	others
CCC1=NN(C(=O)Cc2ccc([N+](=O)[O-])cc2)C(O)(C(C)(C)C)C1 (configuration not stated)	-2.6%	-0.4%	14%	-6%	-1.5	97	2%	2%	5%	0.0%
COc1ccccc1C1CCN(c2ccc(CO)cc2[N+](=O)[O-])CC1	-4.4%	0.0%	7%	-14%	12	47	0%	18%	-9%	0.6%
COc1ccc(C)cc1NC(=O)C(Sc1nnnn1C)c1ccccc1 (configuration not stated)	-0.1%	-0.1%	4%	27%	1.5	46	1%	4%	-8%	0.4%
CN1CCN(C(=O)CCCN2C(=O)/C(=C/c3ccccc3)SC2=S)CC1	0.7%	0.1%	-13%	-9%	0.2	35	-2%	-8%	-2%	0.3%
COc1cc2c(c(OC)c1OC)-c1ccc(N(C)CC(OC)OC)c(=O)cc1[C@@H](NC(C)=O)CC2	-1.5%	-0.1%	-24%	15%	1.2	90	5%	-5%	-5%	0.1%
CCOC(=O)N1CCC(NC(=O)CSCc2cnn(-c3ccccc3)c2-n2cccc2)CC1	-1.2%	-0.3%	-5%	-14%	3.6	42	-3%	13%	7%	0.8%
Cc1nc(N2CCN(C(=O)c3ccco3)CC2)nc2c1C(=O)CC(C)C2 (configuration not stated)	-0.6%	-0.1%	3%	11%	1.0	71	4%	9%	-3%	0.3%
CCCSC1=C(C#N)C(c2cccnc2)C(C(=O)OCC)=C(c2ccccc2)N1 (configuration not stated)	-1.8%	0.0%	17%	-2%	9.5	84	7%	6%	-1%	0.4%
COc1cc2c(cc1OC)-c1cc(Nc3ccccc3C)nc(=O)n1CC2	-1.5%	0.0%	-1%	7%	0.6	91	5%	-1%	-3%	0.0%
CC(C)(C)C(=O)Nc1ccc2c(c1)-c1cc(NC(=O)C(C)(C)C)ccc1C2	1.3%	0.3%	10%	4%	0.5	50	5%	21%	-2%	0.1%
CCOC(=O)CSc1nc2ccccc2c(=O)n1CCC(=O)NCCc1ccc(OC)c(OC)c1	1.1%	-0.1%	-14%	11%	2.5	72	-4%	11%	2%	0.0%
O=C(COC(=O)/C=C/c1ccc(S(=O)(=O)N2CCCCCC2)cc1)NCc1ccccc1Cl	-1.6%	-0.2%	10%	0%	1.0	49	-4%	-14%	-13%	2.3%
COc1ccc(Nc2nnc(Cc3ccccc3)c(=O)[nH]2)c(OC)c1	-2.1%	0.6%	15%	2%	-2.6	84	-4%	6%	1%	-0.3%
COC(=O)C1=C(C)NC(C)=C(C(=O)OC)C1C(=O)OC(C)C(=O)c1ccccc1 (configuration not stated)	-0.5%	-0.4%	4%	-3%	1.6&-0.9	51&34	-2%	-4%	-1%&0%	0.6%[50 µM]
CC1C/C(=N/Nc2nc3ccccc3[nH]2)CC(C)(C)C1 (configuration not stated)	-4.3%	0.1%	14%	-31%	5.1	87	-4%	-10%	-7%	1.6%
CCS(=O)(=O)N1CCC(C(=O)NCc2ccc(OC)cc2)CC1	0.7%	-0.6%	8%	3%	-1.0	42	4%	-2%	-5%	-0.5%
CCOC(=O)N/N=C(\C)c1ccc(Oc2ncccn2)cc1	-0.5%	0.4%	9%	3%	0.0	87	4%	-3%	-5%	0.0%
O=c1c(F)cn(C2CCCO2)c(=O)n1Cc1ccccc1F (configuration not stated)	-2.0%	-0.1%	1%	3%	0.9	59	3%	-4%	-1%	0.2%
CN(C)c1ccc(-c2ccc([C@H]3[C@@H]4C=CCC[C@@]4(C)C(=O)N3Cc3ccccc3)c(F)c2)cc1	-1.2%	-0.1%	11%	23%	3.1	97	-2%	7%	-5%	3.5%
O=S(=O)(c1ccc(Cl)nc1)N1CCN(c2ncccn2)CC1	-2.4%	-0.2%	6%	-2%	-0.9	51	-4%	13%	-1%	0.2%
COc1ccc(CCN2C(=O)/C(=C\c3ccco3)SC2=S)cc1OC	51%	-0.4%	7%	49%	16	98	3%	4%	-26%	2.3%
CCOC(=O)N1CCC(NC(=O)c2ccc3c(c2)N(Cc2ccc(C)cc2)CCS3)CC1	-1.6%	-0.3%	-11%	22%	-0.6	86	-3%	-13%	1%	-1.6%
O=S(=O)(NC1CCCCC1)c1ccc(Cl)s1	-1.6%	0.2%	0%	-5%	0.4	47	0%	-6%	-8%	-2.2%
Cc1nc(N)sc1N=Nc1ccc(Br)cc1	-2.5%	-0.1%	1%	-9%	4.6	81	2%	16%	9%	-0.1%
COc1ccc(-c2nn(-c3ccccc3)cc2/C=N/n2cnnc2)cc1OC	-1.9%	-0.1%	1%	8%	-0.8	24	1%	3%	-1%	-0.3%
CCc1cc2c(=O)c(-c3nc(C)cs3)c(CCCC(=O)O)oc2cc1O	-0.2%	-0.1%	10%	?	-1.4	30	-9%	-11%	-7%	-0.9%
O=C(CN1CCSCC1)N1CCc2[nH]c3ccc(Br)cc3c2C1	8.5%	-0.1%	4%	-16%	nt	nt	4%	5%	nt	nt
OCCCc1nc2ccccc2n1CCOc1ccccc1	26%	-0.2%	0%	7%	0.0	44	-1%	1%	1%	0.1%
CCOC(=O)c1cc(S(=O)(=O)NCC2CCN(Cc3cccc(C)c3)CC2)cn1C	0.5%	-0.1%	-15%	13%	0.2	48	-9%	11%	-1%	2.7%
Cc1cc(C)n(-c2nc3ccccc3nc2N2CCN(C(=O)c3ccc(F)cc3)CC2)n1	1.0%	-0.1%	1%	6%	-0.5	45	0%	-2%	4%	-0.6%[50 µM]
CC(C)(C)S(=O)(=O)c1cnc(N2CCCC2)nc1N	-1.6%	-0.3%	-7%	-3%	0.0	65	0%	-9%	3%	0.0%
COC(=O)[C@H](Cc1ccccc1)NC(=O)NCCC1=CCCCC1	-2.3%	0.2%	-12%	-12%	1.3	76	-1%	4%	1%	0.6%

Next section; the last 3 above are carried over.
SMILES	HIV peptide binding	GPR55 activation	GPR55 antagonists	AID2073	NTR1 ag	NTR1 ag cell count 20 µM	Siah-1 displacement	GPR35 arrestin U2OS	NS5 inhibitors	UTI89 phage lysis	others
Cc1cc(C)n(-c2nc3ccccc3nc2N2CCN(C(=O)c3ccc(F)cc3)CC2)n1	1.0%	-0.1%	1%	6%	-0.5	45	0%	-2%	4%	-0.6%[50 µM]
CC(C)(C)S(=O)(=O)c1cnc(N2CCCC2)nc1N	-1.6%	-0.3%	-7%	-3%	0.0	65	0%	-9%	3%	0.0%
COC(=O)[C@H](Cc1ccccc1)NC(=O)NCCC1=CCCCC1	-2.3%	0.2%	-12%	-12%	1.3	76	-1%	4%	1%	0.6%
CC1CCN(C2=NC(=O)/C(=C/c3ccc(O)cc3)S2)CC1	-1.9%	0.0%	8%	21%	2.4	64	4%	-3%	-7%	0.0%	NS5 inhibitors pilot replicate=-0.6
O=C(Nc1c(C(=O)N2CCCC2)cnn1-c1ccccc1)c1cccc(F)c1	0.1%	-0.1%	6%	-7%	-0.3	76	25%	-15%	-3%	0.7%
CCOc1ccc(S(=O)(=O)NCCC(=O)NC2=NCCS2)cc1	1.2%	-0.3%	-5%	-2%	2.0	69	1%	-25%	nt	0.6%
O=Cc1cn(-c2ccccc2)nc1-c1ccccn1	1.4%	0.5%	-2%	-10%	-0.3	41	7%	0%	-2%	0.4%
O=S1(=O)N=C(N2CCc3ccccc3C2)c2ccccc21	-2.9%	0.4%	-6%	-4%	-1.1	68	-9%	-11%	-3%	-0.2%
CCN(CC)CCOC(=O)C1(C2CCCCC2)CCCCC1	2.0%	0.2%	29%	-2%	0.8	68	6%	2%	-8%	8.2%
CCn1c(SCc2nc3ccccc3[nH]2)nnc1-c1ccccc1OC	-1.2%	-0.3%	-34%	-4%	1.2	49	4%	3%	1%	0.3%
COc1ccc(Cn2c(=O)cc(C)[nH]c2=S)cc1	0.9%	0.3%	7%	-13%	-0.9	57	1%	4%	-5%	0.1%
Cc1ccc([N+](=O)[O-])c(C(=O)N/N=C/c2cccs2)c1	-2.2%	-0.1%	-3%	-4%	2.3	58	5%	-18%	2%	0.6%
CC(=O)C(Sc1ccc2nnc(-c3cccnc3)n2n1)C(C)=O	-1.8%	0.0%	1%	-13%	-0.7	83	-4%	-22%	-12%	-0.1%

Screens from PubChem.
